Hsp70 activator: Hsp70 transcriptional activators, primary screen, cell-based, HeLa, Hsp70 promoter luciferase, luminescence, 10 µM; actives 0.04% (n = 200,000); activation, % at 10 µM; HeLa Hsp70 promoter luciferase reporter; scaled: vehicle 0, proteasome-inhibitor control 100%; AID 1203, 2008;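 active = activation above the mean across all tested compounds plus 3 SD, cutoff set per campaign, cut at about 5.5% in these data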;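 also: 100% = MG132 at 30 µM as the positive control and 0% = DMSO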
PMI act satM6P: human PMI activators, high substrate, primary screen, biochemical, fluorescence intensity, near-saturating mannose 6-phosphate; coupled PMI enzyme assay, resazurin fluorescence, 20 min; hits give high values; 1 = untreated enzyme, 0 = substrate-free blank; activation factor at 20 µM; actives 0.34% (n = 190,000); AID 1216, 2008;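 active = activation factor of 2 or more at 20 µM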
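assay system = human phosphomannose isomerase with PGI, G6PDH, diaphorase coupling enzymes | quantity = 15 ng/mL PMI | incubation = enzyme reaction with compound 20 min at room temperature | medium = HEPES pH 7.4 buffer with MgCl2 and Tween-20 | compound dosing = one concentration, 20 µM, in 1% DMSO | measured by = Diaphorase-driven resazurin-to-resorufin fluorescence, excitation 544, emission 590 nm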
TNAP inh hi DEA: human TNAP enzyme inhibitors, primary screen, biochemical, luminescent, high phosphate acceptor level, uHTS; Alkaline phosphatase, tissue-nonspecific isozyme (Homo sapiens), P05186; purified TNAP, CDP-star luminescence, 1 M DEA; inhibition, % at 20 µM; actives 0.03% (n = 200,000); AID 1135, 2008;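 active = over 50% inhibition of tissue-nonspecific alkaline phosphatase at 20 µM in the single-dose screen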;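 also: plate controls were DMSO wells for no effect and EDTA-quenched wells as full inhibition for full effect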
Target sequence (P05186 whole entry, looked up): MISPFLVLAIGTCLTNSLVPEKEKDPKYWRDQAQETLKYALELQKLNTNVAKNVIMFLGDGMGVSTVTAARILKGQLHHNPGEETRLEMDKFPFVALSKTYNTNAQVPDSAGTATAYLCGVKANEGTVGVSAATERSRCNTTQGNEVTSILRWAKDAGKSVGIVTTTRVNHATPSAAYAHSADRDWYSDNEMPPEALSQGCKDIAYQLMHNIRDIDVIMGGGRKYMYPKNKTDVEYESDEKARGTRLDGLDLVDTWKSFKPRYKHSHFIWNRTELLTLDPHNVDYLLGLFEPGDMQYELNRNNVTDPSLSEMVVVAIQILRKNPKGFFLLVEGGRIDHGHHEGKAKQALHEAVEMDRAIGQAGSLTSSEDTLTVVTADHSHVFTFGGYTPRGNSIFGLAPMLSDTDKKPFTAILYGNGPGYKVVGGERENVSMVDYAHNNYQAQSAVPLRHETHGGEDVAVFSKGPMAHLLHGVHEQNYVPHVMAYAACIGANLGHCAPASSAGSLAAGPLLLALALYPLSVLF
S1P3 antagonist: S1P3 receptor antagonists, primary screen, cell-based | Sphingosine 1-phosphate receptor 3 (Homo sapiens), Q99500 | CHO S1P3 NFAT-BLA reporter, FRET fluorescence, antagonist mode | actives 0.27% (n = 170,000) | inhibition, % at 4.98 µM;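 active = inhibition above the plate cutoff, the mean inhibition of test wells on that plate plus 3 SD, cut at about 28% in these data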;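 also: cells challenged with S1P at its EC80 of 0.8 µM; blue over green emission ratio from cleaved BLA substrate after 4 h stimulation; 0% = S1P-stimulated wells and 100% = unstimulated DMSO-only wells; some compounds past the cut are filed as inactive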
Target sequence (Q99500 whole entry, looked up): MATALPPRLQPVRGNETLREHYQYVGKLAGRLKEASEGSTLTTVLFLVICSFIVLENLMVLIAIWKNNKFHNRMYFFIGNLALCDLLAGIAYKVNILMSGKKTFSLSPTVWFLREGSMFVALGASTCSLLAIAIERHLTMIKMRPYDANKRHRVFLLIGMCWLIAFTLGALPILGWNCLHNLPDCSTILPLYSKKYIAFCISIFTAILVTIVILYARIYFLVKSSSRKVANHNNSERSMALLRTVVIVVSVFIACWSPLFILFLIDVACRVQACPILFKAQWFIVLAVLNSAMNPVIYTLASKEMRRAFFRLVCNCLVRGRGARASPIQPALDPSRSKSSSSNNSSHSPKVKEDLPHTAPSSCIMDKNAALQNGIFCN
RAM network inh: inhibitors of the yeast RAM network, primary screen, dse1pr::URA3 reporter, 5-FOA selection | actives 1.8% (n = 190,000) | S. cerevisiae dse1pr::URA3 reporter, 5-FOA growth OD615, 2 d; analog-sensitive cbk1-as2 kinase mutant strain | inhibition, % at 50 µM;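 active = inhibition above a set limit, 3 SD over mean compound inhibition, cut at about 8.4% in these data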;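 also: 0% = DMSO-only wells with no growth and 100% = 10 µM 1-NA-PP1 full growth; inhibition rescues growth on 5-FOA so higher OD means more RAM inhibition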
L major viab: Leishmania major promastigote growth inhibition, primary screen; AID 1063, 2008; inhibition, % at 10 µM; actives 9% (n = 200,000); Leishmania major promastigotes, resazurin fluorescence viability; in the data active = inhibition above about 50%;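 also: promastigotes grown with compound for 44 hours at 28 °C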
Efa HMGR inh: inhibitors of E. faecalis class II HMGR, primary screen, biochemical, Enterococcus faecalis; AID 1066, 2008; HMG-CoA reductase (Enterococcus faecalis, mvaE); inhibition, % at 10 µM; actives 0.41% (n = 190,000); purified E. faecalis HMGR, NADPH absorbance 340 nm kinetic;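 active = inhibition above a set limit, the median over all tested compounds plus 3 SD, cut at about 9.5% in these data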;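 also: enzyme runs in reverse so mevalonate oxidation gives rising NADPH absorbance; 0% = complete reaction with DMSO and 100% = background rate lacking mevalonate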
PMI act: activators of human PMI, primary screen, biochemical, fluorescence intensity, near-Km mannose 6-phosphate | Mannose-6-phosphate isomerase (Homo sapiens), P34949 | purified human PMI, coupled resazurin fluorescence, 20 min; hits give high values; 1 = vehicle control, 0 substrate-free wells | activation factor at 20 µM | actives 0.005% (n = 190,000);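 active = activation factor of 2 or more at 20 µM, relative to plate controls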
DTT redox prof: compounds producing H2O2 with reducing agent – biochemical, NIH compound library profiling, artefact control for MLSCN library redox annotation, primary screen; activation, % at 10 µM; DTT-dependent redox cycling H2O2, phenol red/HRP absorbance; 100% = 100 µM peroxide control, 0% = buffer; actives 0.03% (n = 200,000);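 active = activation of at least 50% relative to the plate's high and low controls in the primary single-dose screen; inactive = activation below 50%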;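 also: compound incubated with DTT at 0.8 mM final as the reducing agent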
TNAP inh no acc: human TNAP enzyme inhibitors, primary screen, biochemical, luminescent, no phosphate acceptor, uHTS; Alkaline phosphatase, tissue-nonspecific isozyme (Homo sapiens), P05186; purified TNAP, CDP-star luminescence, 30 min; inhibition, % at 20 µM; actives 0.26% (n = 200,000); AID 1012, 2008;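 active = tissue-nonspecific alkaline phosphatase inhibition above about 50% at 20 µM in the single-dose screen, limit read from the data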;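 also: 0% = DMSO negative control and 100% = EDTA positive control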
Starred values were filed as active, the others as inactive; / = not tested or not shown.

SMILES	Hsp70 activator	PMI act satM6P	TNAP inh hi DEA	S1P3 antagonist	RAM network inh	L major viab	Efa HMGR inh	PMI act	DTT redox prof	TNAP inh no acc
C=CCNc1nc(Nc2ccc(OC)cc2)nc(OC)n1	-0.4	1	3	/	1.4	12	-8	1	0.0	-9
O=C(NC(=S)Nc1nc2c(ccc3ccccc32)s1)c1cccs1	0.1	1.1	8	-10	4.7	38	2	1	0.1	19
CCCCn1nnnc1SCC(=O)N(CC)CC	0.2	1.1	-6	/	1.4	-6	3	1.1	-1.2	-4
CC(=O)[C@@]1(O)CC[C@H]2[C@@H]3CCC4=CC(=O)CC[C@]4(C)[C@H]3[C@@H](O)C[C@@]21C	0.1	1.1	1	-6	0.8	-4	-3	1	0.5	-9
O=C(O)COc1ccc(C(=O)c2ccccc2)cc1	-0.2	1.1	-4	-21	-1.2	-3	0	1.3	-0.5	-12
S=c1[nH]nc(-c2ccccc2Cl)n1Cc1ccccc1	-0.3	1	0	-12	0.1	-4	-3	1	-0.7	-14
CC1=CC(C)(C)N(C(=O)CCl)c2cc(C)ccc21	-0.1	1	-5	3	0.4	2	-3	1	0.5	-6
COc1ccccc1C/C(N)=N/OC(=O)c1ccc2c(c1)OCO2	-0.4	0.9	-3	16	-0.9	25	6	1	-0.8	-9
COc1cc(SC)ccc1C(=O)Nc1ccon1	-0.1	1	0	-20	1.3	-2	2	0.9	-1.0	2
CC(=O)CC1(OC(C)=O)C(=O)N(C)c2ccccc21 (centres undefined)	-0.4	1	-7	-26	-1.0	97*	-3	1	0.5	-6
O=C(CN1CCCCC1)N/N=C/c1ccccc1OCc1ccccc1	-0.3	0.9	0	-6	-0.6	5	0	0.9	-0.3	0
COc1ccc(NC(=S)N(CCCN2CCOCC2)C(C)c2cc3ccccc3o2)cc1 (centres undefined)	0.0	0.9	-4	5	1.0	72*	-2	0.9	-0.6	-10
COc1cc(CNC2CCCC2)cc(Cl)c1OCc1ccccc1F	0.4	1	-1	/	0.4	100*	-1	1	2.6	0
CCOC(=O)N1CCN(C(=O)c2ccc3c(=O)n(Cc4ccc(OC)cc4)c(=S)[nH]c3c2)CC1	-0.1	0.9	-5	-28	2.2	-8	-5	0.9	0.7	-8
N#C/C(=C\c1ccccc1)C(=O)OCC(=O)N1CCCC1	0.1	1.1	-4	-8	1.9	-7	-6	1.1	-1.4	-10
COc1cccc(NC(=O)Cn2cc3c(n2)CCCCC3)c1	-0.4	1.2	-9	-20	-0.2	-5	-9	1.1	-0.9	7
CC(C)NC(=S)NC1(C)CCS(=O)(=O)C1 (centres undefined)	-0.3	1	1	6	0.5	0	-6	0.9	0.0	-13
Cc1ccc(Oc2ccc(Cl)cc2N)cc1	-0.1	1.1	-5	-4	-0.5	-5	2	1.2	-2.0	8
Cn1c(C(=O)N2CCN(C(=O)c3ccco3)CC2)cc2c(=O)n3ccccc3nc21	-0.3	1	-2	4	0.7	7	-4	0.9	0.6	-13
COc1ccc(-c2n[nH]c(=S)n2/N=C/C=C/c2ccccc2OC)cc1	0.2	0.8	4	-10	5.9	-5	-3	0.7	4.9	8
COC(=O)c1ccc(NC(=O)CSCc2ccccc2)cc1	-0.2	1	-4	/	0.5	4	5	1	0.4	-14
CCOc1ccc(/C=N/NC(=O)CNC(=O)c2ccc(S(=O)(=O)N3CCOCC3)cc2)cc1	-0.1	1	-5	-4	4.2	7	8	1	2.3	-14
O=C1CCCN1CCCNC(=S)Nc1ccc(Nc2ccccc2)cc1	-0.1	0.9	-2	11	1.2	19	-7	0.9	0.1	-2
COC(=O)c1sc2nc(C)cc(-c3ccccc3)c2c1N	-0.4	1	-1	-18	1.8	3	0	1	0.3	-19
OC(COCc1ccc(Cl)cc1)CN1CCN(c2ccccn2)CC1 (centres undefined)	0.1	1.2	-2	-22	1.8	36	2	1.2	0.2	2

Sorted by heavy-atom count (rising): some entries from above.
SMILES	Hsp70 activator	PMI act satM6P	TNAP inh hi DEA	S1P3 antagonist	RAM network inh	L major viab	Efa HMGR inh	PMI act	DTT redox prof	TNAP inh no acc
CC(=O)CC1(OC(C)=O)C(=O)N(C)c2ccccc21 (centres undefined)	-0.4	1	-7	-26	-1.0	97*	-3	1	0.5	-6
O=C(CN1CCCCC1)N/N=C/c1ccccc1OCc1ccccc1	-0.3	0.9	0	-6	-0.6	5	0	0.9	-0.3	0
CCOc1ccc(/C=N/NC(=O)CNC(=O)c2ccc(S(=O)(=O)N3CCOCC3)cc2)cc1	-0.1	1	-5	-4	4.2	7	8	1	2.3	-14

Following part
SMILES	Hsp70 activator	PMI act satM6P	TNAP inh hi DEA	S1P3 antagonist	RAM network inh	L major viab	Efa HMGR inh	PMI act	DTT redox prof	TNAP inh no acc
C=CCNC(=O)c1nn2cccnc2c1Cl	-0.4	1	-1	11	2.4	-3	1	1	2.5	-9
CCOc1cccc(/C=N/NC(=S)Nc2ccccc2[N+](=O)[O-])c1O	-0.4	1.2	14	-19	3.5	95*	1	1.1	-0.2	-99
COC(=O)c1c(O)cc(C(C)(C)C)n(-c2ccccc2)c1=O	-0.1	1	-7	-1	3.8	-7	-5	1	-0.7	-13
O=C(CN1CCN(Cc2ccccc2Cl)C1=O)N1CCCCCC1	-0.4	1	-1	/	1.4	-2	-2	1	0.2	-7
O=C(NCc1cccs1)C1CCCN1C(=O)NC1CCCCC1 (centres undefined)	-0.3	1.1	-7	-24	-0.6	6	-4	1.1	2.2	-17
O=C(c1cccnc1NCc1ccc(F)cc1)N1CCOCC1	0.0	0.9	-1	8	-0.6	-7	-5	1	-1.4	-7
CCOc1ccc(NC2C=CS(=O)(=O)C2)cc1 (centres undefined)	0.3	1.1	-2	/	1.5	-3	4	1.2	0.9	-9
CCc1ccc(CNC(=O)C2CC(=O)N(CCc3ccc(C)cc3)C2)cc1 (centres undefined)	0.0	1.1	0	/	2.5	-1	-4	1	0.0	-8
CC1(C(=O)NC(=S)N(CCC#N)Cc2cccnc2)CC1(Cl)Cl (centres undefined)	-0.1	1.1	-1	-8	-0.7	-4	0	0.9	0.4	-4
CC[C@H](C)[C@H](NC(=O)[C@H](Cc1ccc(O)cc1)NC(=O)[C@@H](N)C(C)C)C(=O)N[C@@H](Cc1cnc[nH]1)C(=O)N1CCC[C@H]1C(=O)N[C@@H](Cc1ccccc1)C(=O)O	-0.4	1	-4	-5	0.1	-4	-4	1	0.2	-7
COC(=O)CC1C(=O)NCCN1Cc1cn(-c2ccc(C)cc2)nc1-c1cccc(C)c1 (centres undefined)	0.1	0.5	-5	2	1.6	31	-2	0.9	-1.0	-8
O=C1OC(C(=O)Nc2nccs2)Cc2ccccc21 (centres undefined)	0.1	1	10	/	-0.1	0	-1	1	0.2	-5
CCOC(=O)C1CCN(c2cc(C)nc3cc(-c4cccc(F)c4)nn23)CC1	-0.3	0.9	-4	-14	1.7	-5	-1	0.9	2.2	-10
C=CCn1c(SCC(=O)c2[nH]c(C)c(C(C)=O)c2C)nnc1-c1ccncc1	0.0	1.1	-4	/	2.8	5	-1	1	0.3	-5
C/C(=N\NC(=O)C(N)=O)c1ccc(Br)cc1	-0.3	1	-5	3	1.2	-4	4	1	-0.7	-5
Cc1ccc(NC(=O)CSc2nnc3n2CCCCC3)cc1	-0.2	1.1	7	-9	5.1	-2	-2	0.9	-0.4	16
Cc1c(C(=O)Nc2nc3ccccc3[nH]2)oc2ccc(Br)cc12	-0.1	1.1	-5	-21	2.9	2	2	1	1.0	-38
C=CCn1c(=O)[nH]c2cc(C(=O)N3CCN(c4cc(C)ccc4C)CC3)ccc2c1=O	-0.4	1	-7	/	5.3	39	1	1	0.2	-6
CCc1c(C)sc(NC(=S)NC(C)C2CCCO2)c1C(=O)OC (centres undefined)	0.0	0.9	-6	11	2.2	-1	-1	0.9	0.0	-12

Another view of some results above.
Order of values: Hsp70 activator, PMI act satM6P, TNAP inh hi DEA, S1P3 antagonist, RAM network inh, L major viab, Efa HMGR inh, PMI act, DTT redox prof, TNAP inh no acc
> C=CCn1c(=O)[nH]c2cc(C(=O)N3CCN(c4cc(C)ccc4C)CC3)ccc2c1=O
    -0.4, 1, -7, /, 5.3, 39, 1, 1, 0.2, -6
> Cc1c(C(=O)Nc2nc3ccccc3[nH]2)oc2ccc(Br)cc12
    -0.1, 1.1, -5, -21, 2.9, 2, 2, 1, 1.0, -38
> C=CCNC(=O)c1nn2cccnc2c1Cl
    -0.4, 1, -1, 11, 2.4, -3, 1, 1, 2.5, -9
> CCc1c(C)sc(NC(=S)NC(C)C2CCCO2)c1C(=O)OC (centres undefined)
    0.0, 0.9, -6, 11, 2.2, -1, -1, 0.9, 0.0, -12

High-throughput results from PubChem.
